# HSF1 inhib = HSF1 inhibition; NIH3T3-HGL HSE-luciferase, MG132-induced, luminescence 8 h; hits give low values; activity change, negative = inhibition, % at 7.5 µM (by protocol); 0.77% of 300,000 active;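 active means more than half of replicate wells show activity change below -50%, luminescence cut by over half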;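 further: luciferase reports HSF-1 transcriptional activity via heat shock element; 0% = median of DMSO wells and -100% = zero luminescence signal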
# HSF-1 act = increases HSF-1 driven luciferase reporter signal. 1.7% of 300,000 active. activation, % at 9 µM. NIH3T3-HGL HSF-1 luciferase reporter, MG132, 8 h; 100% = twice DMSO control signal;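 active means mean replicate activation of at least 50% with a set share of replicates each reaching 50%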;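 further: 0% = median of the neutral control wells and 100% = twice that signal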
# HSP90 refold inh = blocks HSP90-mediated luciferase refolding in reticulocyte lysate; 0.91% of 290,000 active; inhibition, % at 5.6 µM; Rabbit reticulocyte lysate, luciferase refolding luminescence, 3 h; AID 1789;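 active means inhibition above the screen-wide mean plus 3 SD, computed separately per campaign, cut at about 16% in these data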;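 further: 0% = DMSO wells and 100% = 60 µM geldanamycin wells; inhibitors lower the luminescence because luciferase stays unfolded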
# AI-2 QS mod = Vibrio harveyi AI-2 quorum sensing modulation; Vibrio harveyi JMH597 AI-2 luminescence/OD600 ratio, 9 h; hits give low values; strain lacks LuxN and CqsS sensors; 0 = neutral-control median; activity change, % at 7.5 µM; 0.4% of 300,000 active; AID 2094; in the data active means activity change below about -75%, passing the limit was not always enough;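 further: luminescence divided by OD600 gain over 9 h not by final OD600 alone; inactives centre near 13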
# KLF5 inh = kruppel-like factor 5 inhibition; DLD-1 KLF5 promoter-luciferase reporter, luminescence; inhibition, % at 5 µM; 0.23% of 290,000 active; AID 1700;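 active means inhibition above a per-plate limit of that plate's mean compound inhibition plus 3 SD, cut at about 60% in these data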;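 further: 0% = DMSO wells and 100% = LY294002 at 200 µM; higher means less KLF5 promoter-driven luciferase light; inactives centre near -14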
# GSK3A inh = inhibitors of human GSK-3 alpha kinase. inhibition, % at 10 µM. 0.1% of 320,000 active. ADP-Glo luminescence, 60 min;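 in the data active means inhibition above about 50%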;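 further: GST-tagged GSK-3 alpha with peptide substrate and 25 µM ATP; 0% = DMSO neutral wells and 100% = GW8510 positive control wells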
# Target sequence (P49840 whole entry, looked up): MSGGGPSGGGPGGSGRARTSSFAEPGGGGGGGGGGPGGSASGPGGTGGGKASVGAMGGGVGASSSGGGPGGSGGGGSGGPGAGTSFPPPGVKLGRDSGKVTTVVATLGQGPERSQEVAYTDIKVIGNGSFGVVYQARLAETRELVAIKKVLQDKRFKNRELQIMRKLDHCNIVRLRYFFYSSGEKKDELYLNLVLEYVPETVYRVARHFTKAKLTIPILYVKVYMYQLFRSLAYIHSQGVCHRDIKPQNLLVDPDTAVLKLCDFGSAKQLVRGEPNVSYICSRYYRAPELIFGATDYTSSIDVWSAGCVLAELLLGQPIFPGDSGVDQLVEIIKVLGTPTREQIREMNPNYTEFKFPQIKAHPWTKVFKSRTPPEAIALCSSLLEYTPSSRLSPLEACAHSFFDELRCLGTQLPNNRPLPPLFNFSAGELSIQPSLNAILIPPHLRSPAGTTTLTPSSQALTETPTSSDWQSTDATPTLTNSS
# GSK3beta inhib = inhibitors of human GSK3beta kinase; P49841; GST-GSK3beta kinase, ADP-Glo luminescence, 60 min; hits give low values; activity score (negative = inhibition), % at 10 µM; 0.038% of 300,000 active; AID 2097;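 active means more than half of replicate wells score below -50%, meaning over 50% inhibition versus plate controls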;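 further: 0% = median DMSO wells and -100% = median GW8510 positive control wells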
# Target sequence (P49841 whole entry, looked up): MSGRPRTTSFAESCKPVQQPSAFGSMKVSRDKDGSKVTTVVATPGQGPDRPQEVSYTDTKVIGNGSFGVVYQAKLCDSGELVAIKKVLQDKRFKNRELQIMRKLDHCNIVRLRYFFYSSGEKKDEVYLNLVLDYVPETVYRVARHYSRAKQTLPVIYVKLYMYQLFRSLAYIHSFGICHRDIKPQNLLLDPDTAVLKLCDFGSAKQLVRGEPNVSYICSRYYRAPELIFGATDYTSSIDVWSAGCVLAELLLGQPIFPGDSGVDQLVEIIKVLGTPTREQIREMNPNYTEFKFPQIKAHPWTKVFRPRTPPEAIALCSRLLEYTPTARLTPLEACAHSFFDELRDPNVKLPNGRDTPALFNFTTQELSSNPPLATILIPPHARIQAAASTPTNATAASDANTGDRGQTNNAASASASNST
#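 test system = GST-tagged human GSK3beta kinase, cell-free | reagent = 25 µM ATP with peptide substrate | dosing = one dose of 10 µM per compound | schedule = 60 min reaction, RT | detection = luminescent ADP-Glo measurement of ADP formed | control set = DMSO neutral wells and GW8510 at 20 µM as positive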
# IEC-6 cytotox = kills IEC-6 intestinal cells in KLF5 counter-screen; IEC-6 cytotoxicity, luminescence viability; inhibition, % at 5 µM; 0.78% of 290,000 active; AID 1825; in the data active means inhibition above about 22%;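 further: 0% = plate median of test compound wells and 100% = cytotoxic reference compound wells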
# aSyn 5UTR inh = MLPCN primary screen, SNCA 5' untranslated region | alpha-synuclein 5'UTR reporter, inhibitor activity | inhibition, % (tested at 7.5 µM) | 0.82% of 300,000 active | AID 1813; in the data active means inhibition above about 60%;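 further: H4 neuroglioblastoma cells stably carrying SNCA 5'UTR luciferase fusion; 0% = DMSO wells and 100% = positive control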
# HIF act = HIF pathway transcriptional activation | U2OS HRE-luciferase reporter, luminescence; normalized: DMSO 0%, desferrioxamine 100% | activation, % at 7.5 µM (by protocol) | 0.32% of 300,000 active | AID 1910;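 active means mean activation of at least 10% of the iron chelator positive control signal, with at least half of replicates also reaching 10%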
# * = called active by the depositor; nt = not tested or not shown.
SMILES	KLF5 inh	AI-2 QS mod	HSP90 refold inh	HSF1 inhib	HIF act	IEC-6 cytotox	GSK3A inh	HSF-1 act	aSyn 5UTR inh	GSK3beta inhib
CC(=O)Nc1cccc(NC(=O)C2CCCN2C(=O)Nc2ccccc2C)c1 (stereo not drawn)	-33	13	0	-6	nt	-3	-1	-3	-2	3
O=C(/C=C/c1cn(-c2ccccc2)nc1-c1ccc2c(c1)OCCO2)NCCCN1CCOCC1	-20	-10	0	14	1.6	0	3	24	9	-1
COc1ccc(CSc2n[nH]c(C)n2)cc1[N+](=O)[O-]	11	18	4	-8	0.0	5	0	-2	-1	0
Cc1ccc(N2C(=O)CC(N(CCc3ccccc3)C(=S)Nc3ccc(N(C)C)cc3)C2=O)cc1 (stereo not drawn)	-7	17	-4	4	0.1	5	1	8	11	-4
NC(=O)c1cc[n+](Cc2ccc([N+](=O)[O-])cc2)cc1	-57	9	3	-2	-1.8	-10	-4	3	-8	-2
CN1/C(=C\C(=S)Nc2ccccc2)C(C)(C)c2ccccc21	-8	12	8	6	0.8	3	-1	10	-53	1
Cn1c(SCC(=O)Nc2nc3c(s2)CCCC3)nnc1-c1ccccc1	-5	10	1	2	0.5	0	0	17	-6	1
CCNc1nc2nc3ccc(C)cn3c(=O)c2cc1C(=O)NCC1CCCO1 (stereo not drawn)	-9	30	-1	-3	-0.3	-1	-3	16	-25	0
COc1ccc(NC(=O)COC(=O)[C@@H](NC(=O)c2c(F)cccc2F)C(C)C)cc1	14	15	-5	-3	0.0	-8	-1	1	0	-2
Cc1ccc(C2=NS(=O)(=O)N(C)C(C(=O)N3CCOCC3)=C2)cc1	-20	-2	-4	-7	-0.7	4	-1	9	-23	0
Cc1ccc(N2CC(=O)N(CC(=O)O)C2=O)cc1	-26	7	-1	-12	-0.1	-4	-6	1	3	3
Cc1cccc(C(=O)NC2CCN(C(=O)N3CCOCC3)CC2)c1	6	0	5	-4	0.0	7	0	-11	0	2
COc1ccc(NC(=O)CN(C)C(=O)c2ccc(-c3cccc(C(F)(F)F)c3)o2)cc1	-19	21	0	7	0.9	0	-2	8	-35	-3
CCOC(=O)C1CCN(c2nc(N)c3c(N)nc(SCC(=O)O)cc3c2C#N)CC1	-4	65	0	2	0.5	-22	nt	2	-9	-1
COc1ccccc1CCNC(=O)C1CCCO1 (stereo not drawn)	-5	5	-4	-4	0.1	2	-1	0	6	1
COc1ccc(CN2CCNC(=O)C2CC(=O)NC2CCOCC2)c(F)c1 (stereo not drawn)	-13	21	-3	-5	-0.3	-2	-1	-8	-3	3
CC(C)(C)NC(=O)NC(=O)COc1ccccc1C#N	-163	11	18*	3	3.8	9	-1	1	-51	-3
CC(=O)NC12CC3CC(C1)CC(C(=O)N(C)Cc1cccc(Cl)c1Cl)(C3)C2	-12	13	-3	7	-0.2	0	nt	16	17	0
COCCn1c(-c2cccs2)csc1=Nc1cccnc1	-4	30	0	9	-0.8	6	-1	30	34	0
O=S(=O)(Nc1ncnc2sc3c(c12)CCC3)c1ccc(Cl)s1	-17	40	1	4	-0.2	-2	0	0	15	2
CC(NC(=O)c1ccccc1F)c1nnc(SCC(=O)NC2CCCC2)n1C (stereo not drawn)	-18	11	-2	-9	0.1	2	-1	12	9	1
COc1ccc(CN(CC(=O)NC2CCCC2)C(=O)c2ccc(-c3ccccc3)[nH]2)cc1	-5	39	1	-3	-1.0	3	-4	-4	0	1
O=C(CN1CCc2cc3c(cc2C1)OCCCO3)Nc1c(F)cccc1F	-5	0	2	2	-0.5	6	-2	7	-6	-3
COc1cccc(C2N(Cc3ccccc3)C(=O)C2(F)F)c1OC (stereo not drawn)	-10	12	-2	3	0.0	10	0	1	3	8
COc1cc(OC)cc(C(=O)NC2CC(C)(C)NC(C)(C)C2)c1	-39	35	3	-4	0.0	0	-2	-3	0	0
O=C(CN1CCC(NC(=O)Nc2ccc(F)cc2)CC1)Nc1ccccc1[N+](=O)[O-]	-7	5	-3	-8	-0.3	-6	2	3	9	2
O=C1CSC(c2ccc(Cl)cc2)N1 (stereo not drawn)	-9	17	2	1	0.2	0	-2	11	13	0
CCOC(=O)C1C(c2ccc(O)cc2)NC(=O)NC1(O)C(F)(F)F (stereo not drawn)	-9	7	2	1	3.2	0	2	15	-4	6
CN(C)c1ccc(C(=O)OCC(=O)NCCC2=CCCCC2)cc1	-25	23	-2	-3	-0.6	-1	-1	10	-18	-1
Cc1ccc(-n2c(Cn3ncc4ccccc4c3=O)n[nH]c2=S)cc1	9	13	2	-1	0.0	0	2	-7	9	0
CC(C)NC(=O)c1ccccc1NC(=O)C1COc2ccccc2O1 (stereo not drawn)	-57	22	-3	-2	-0.7	-1	1	0	1	-6
Oc1ccc(Nc2nc(-c3ccccc3)nc3ccccc23)cc1	-26	-2	-5	5	0.5	0	-1	11	28	0
NNC(=O)CSCc1nc(-c2ccc(Cl)cc2)cs1	-29	1	0	-1	0.1	0	1	-7	-25	-1
COc1ccccc1C(CNC(=O)CSc1ccc2ccccc2c1)N(C)C (stereo not drawn)	-49	30	-1	1	-0.4	-3	-4	-1	4	0
CN1CCN(CCOc2ccc(Cl)c(Cl)c2)CC1	-27	9	1	1	-0.4	-1	-1	12	6	-5
C=CCSC1=C(C#N)C(c2cccc(OC)c2)CC(=O)N1 (stereo not drawn)	-10	-2	0	8	-0.2	5	-1	51*	8	0
CCNC(=S)N/N=C(\C)c1ccc2ccccc2c1OC(F)F	-8	42	0	3	-0.8	2	-2	11	-12	2
NC(=O)COc1ccc(C(=O)/C=C2/C(=O)Nc3ccccc32)cc1	6	3	3	6	1.2	4	-1	1	-4	2
COCCN(C(=O)COC(=O)CCc1c[nH]c2ccccc12)c1c(N)n(Cc2ccccc2)c(=O)[nH]c1=O	nt	11	nt	-13	0.2	nt	1	-32	-1	-4
Cc1cc(C)n2c(SCc3c(C)noc3C)nnc2n1	-14	nt	13	nt	nt	-3	0	nt	nt	nt
Cc1ccc(NC(=O)CCCC2CCCCC2)c(O)c1	-120	-91*	-4	23	2.5	6	-2	43	-150	-1
O=C(CNc1ccccc1C(=O)O)c1ccccc1	-8	13	2	13	0.9	1	-4	9	-27	4
Cc1ccc(C(=O)/C=C/c2cc(C#N)n(C)c2C)cc1	-37	10	2	15	1.4	0	-1	23	-39	-2
N#Cc1ccccc1NC(=O)CSc1nccn1CCc1ccccc1	-62	27	-1	10	1.3	-5	0	2	-149	-4
Cc1ccc(S(=O)(=O)N(C)C)cc1NC(=O)c1cncc(Br)c1	-3	9	-5	-1	-0.8	-4	0	-6	37	1
CCCCOC(=O)/C=C/c1ccc(OC(=O)OC)c(OC(=O)OC)c1	13	26	-3	-1	-0.4	3	-3	15	-4	1
CN1CCN(/C=N/c2c(C#N)cnn2C)CC1	8	1	-3	5	-0.2	-4	0	-2	1	-8
Cc1[nH]nc(SCC(=O)NCC(C)C)c1[N+](=O)[O-]	-8	9	3	-8	0.0	0	0	-9	8	3
CCCCOc1ccc(-c2ncc(N)cn2)cc1	-125	14	-1	15	1.5	2	-2	48	-95	-4
O=C(O)C1CC(=O)N(CCc2ccccc2)C1 (stereo not drawn)	-36	34	-4	-2	-25	-3	-1	4	5	2
Cc1ccc(C)c(N(C(=O)Cc2cccs2)C(C(=O)NC2CCCC2)c2ccc(C)o2)c1 (stereo not drawn)	-23	23	-1	-2	nt	-6	-1	25	11	2
O=C(Cc1ccccc1)Nc1cccc(NC(=O)c2cccs2)c1	13	1	4	-11	-0.2	1	7	7	10	2
Cc1ccc2c(c1)N(CCCC(=O)NCCCN1CCCC1=O)C(=O)CO2	0	13	2	3	0.1	-1	2	0	37	2
O=C(NCCCn1ccnc1)c1cn(-c2ccccc2)nc1-c1ccc(F)cc1	-27	12	4	4	0.3	-1	-1	4	-9	-2
CC(c1ccccn1)N(C)C(=O)c1ccc2nc(Cc3ccccc3F)oc2c1 (stereo not drawn)	-166	5	-2	29	3.8	-4	3	42	-102	2
CCOC(=O)CC(=O)CSc1nnc2sc3ccccc3n12	-15	nt	0	nt	nt	-1	-3	nt	nt	nt
COc1cccc(C(=O)OCC(=O)Nc2ccccc2N2CCOCC2)c1	-5	10	0	4	0.0	2	0	11	-1	-1
N#CC(c1ccccc1)(c1ncc(C(F)(F)F)cc1Cl)N1CCOCC1 (stereo not drawn)	15	23	-1	-1	-0.2	-4	-1	-18	27	0
COC(=O)CSc1[nH]c2ccc(Br)cc2c1[N+](=O)[O-]	4	13	3	7	4.7	4	-2	24	11	2
COc1ccc(C(=O)COC(=O)COc2cccc3c2OC(C)(C)C3)c(OC)c1	nt	19	nt	0	-0.6	nt	0	15	5	2

# Later entries.
SMILES	KLF5 inh	AI-2 QS mod	HSP90 refold inh	HSF1 inhib	HIF act	IEC-6 cytotox	GSK3A inh	HSF-1 act	aSyn 5UTR inh	GSK3beta inhib
CS(=O)(=O)N1CCCC(C(=O)Nc2cccc(F)c2)C1 (stereo not drawn)	-34	10	-1	-9	-1.0	-7	0	-18	6	-1
Cc1ccc(NC(=O)CNC2CCS(=O)(=O)C2)cc1C (stereo not drawn)	-10	18	0	-11	-1.8	0	nt	-7	-3	0
COc1c(Cl)cc(Cl)cc1/C=N/n1cnnc1	-13	11	4	0	-0.5	-5	3	-3	17	-1
C/C(=N\N=C1\NC(=O)CS1)c1cccs1	-23	2	3	0	-0.7	0	3	9	-13	-2
COc1ccc(Cc2noc(CN3CCNC(=O)CC3)n2)cc1OC	-31	4	2	1	0.0	-2	1	0	10	2
CCOC(=O)C1=NN(C(=O)Nc2cccc(C(F)(F)F)c2)C2C(=O)N(c3cccc(C(F)(F)F)c3)C(=O)C12 (stereo not drawn)	-1	35	-6	0	0.3	-3	nt	-10	2	-4
c1ccc(-c2noc(CC3CCCCC3)n2)cc1	-9	16	2	10	4.4	3	0	19	-169	-1
COc1ccc(Nc2nc(Cl)nc(Nc3ccc(OC)cc3OC)n2)c(OC)c1	-3	5	-4	7	-0.1	-1	0	-2	23	3
COc1ccccc1C(=O)NCc1ccccn1	-11	5	0	-8	-0.1	2	0	-11	-23	0
COCCNC(=S)N(CCc1c(C)[nH]c2ccc(OC)cc12)Cc1cccnc1	23	-1	2	-4	0.0	6	0	-9	5	1
COc1ccccc1/C=N/Nc1cc(C)nc2ccc(C)cc12	-29	nt	1	-16	1.7	0	-2	-16	-30	nt

# 2 compounds from above, limited to AI-2 QS mod and GSK3beta inhib.
mol	AI-2 QS mod	GSK3beta inhib
CS(=O)(=O)N1CCCC(C(=O)Nc2cccc(F)c2)C1 (stereo not drawn)	10	-1
Cc1ccc(NC(=O)CNC2CCS(=O)(=O)C2)cc1C (stereo not drawn)	18	0

# Screening results as filed in PubChem BioAssay.
